Fam108B counter: blocks mouse Fam108B hydrolase in RBBP9 counter-screen; recombinant Fam108B, FP-Rh probe fluorescence polarization; inhibition, % at 9.51 µM; actives 0.33% (n = 300,000);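 active means inhibition above the screen mean inhibition plus 3 SD, computed separately per campaign, cut at about 18% in these data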;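 further: inhibitors lower polarization as less probe binds the enzyme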
MCL1 BIM primary: inhibitors of human MCL1 binding to BIM-BH3 peptide; GST-MCL1 / FITC-Bim-BH3 fluorescence polarization; Q07820; AID 2057; inhibition, % at 10.9 µM; actives 0.68% (n = 320,000);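 active means inhibition above the mean inhibition of all tested compounds plus 3 SD, set per campaign, cut at about 40% in these data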;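 further: 0% = DMSO wells and 100% = unlabeled Bim-BH3 peptide control; higher means more loss of mP so more displacement of Bim peptide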
BCLXL inh: Bcl-xL (human) inhibition; Q07817; GST-Bcl-xL / FITC-Bim BH3 peptide fluorescence polarization; inhibition, % at 10.9 µM; actives 0.7% (n = 320,000);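 active means inhibition above the mean of all tested compounds plus 3 SD, cutoff set per campaign, cut at about 30% in these data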;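 further: 0% = DMSO wells and 100% = unlabeled Bim-BH3 peptide competitor; inhibitors lower millipolarization by displacing the labeled peptide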
PAD4 inh: PAD4 (human) enzyme inhibition; inhibition, % at 6.36 µM; recombinant PAD4, RCA probe fluorescence polarization; AID 485272; actives 0.41% (n = 330,000);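 active means percent inhibition above a cutoff equal to the mean of all tested compounds plus 3 SD, cut at about 15% in these data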;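 further: 0% = PAD4 with RCA probe and DMSO and 100% = probe without PAD4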
Target sequence (Q9UM07 whole entry, looked up): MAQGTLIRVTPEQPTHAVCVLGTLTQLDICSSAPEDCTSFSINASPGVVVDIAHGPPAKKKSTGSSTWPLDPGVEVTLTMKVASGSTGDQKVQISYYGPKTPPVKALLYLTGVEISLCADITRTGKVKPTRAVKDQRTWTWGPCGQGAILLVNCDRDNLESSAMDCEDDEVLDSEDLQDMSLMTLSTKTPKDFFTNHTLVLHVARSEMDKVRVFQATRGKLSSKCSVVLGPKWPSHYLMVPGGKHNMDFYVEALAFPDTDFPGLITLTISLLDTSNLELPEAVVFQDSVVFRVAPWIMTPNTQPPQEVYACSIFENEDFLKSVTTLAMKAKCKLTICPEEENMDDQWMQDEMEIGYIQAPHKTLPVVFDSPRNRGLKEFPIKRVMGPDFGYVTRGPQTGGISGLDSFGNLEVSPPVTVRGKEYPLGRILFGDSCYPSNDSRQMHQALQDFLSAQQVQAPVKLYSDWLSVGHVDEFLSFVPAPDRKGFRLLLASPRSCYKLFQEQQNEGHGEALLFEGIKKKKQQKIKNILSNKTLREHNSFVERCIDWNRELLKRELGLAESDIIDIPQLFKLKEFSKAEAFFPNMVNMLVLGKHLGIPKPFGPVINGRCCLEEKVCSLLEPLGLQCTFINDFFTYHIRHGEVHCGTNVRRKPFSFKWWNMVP
GLD-1 RNA inh: GLD-1-TGE RNA interaction inhibition (C. elegans). AID 2280. actives 0.44% (n = 320,000). Q17339. purified GLD-1 + fluorescein TGE RNA, fluorescence polarization. inhibition, % at 5.96 µM;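 active means percent inhibition above a per-plate cutoff, the plate mean of test compounds plus 3 SD, cut at about 30% in these data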;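 further: 0% = DMSO wells with GLD-1 and probe and 100% = wells lacking GLD-1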
TPT1 inh: C. albicans TPT1 enzyme inhibition; recombinant caTPT1, FP RNA substrate dephosphorylation; inhibition, % at 5 µM; actives 0.81% (n = 300,000); AID 1962;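 active means inhibition above the mean of all tested compounds plus 3 SD, set per screening campaign, cut at about 24% in these data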;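 further: plate controls were DMSO alone for no effect and ferristatin control at 100 nM for full effect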
GSTO1 counter: GSTO1 inhibition, counter-screen for RBBP9 inhibitors; P78417; recombinant GSTO1, activity-based probe fluorescence polarization; inhibition, % at 5.96 µM; actives 1.1% (n = 300,000);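 active means inhibition above the campaign mean inhibition plus 3 SD, cut at about 35% in these data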;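 further: 0% = GSTO1-1 with DMSO and 100% = wells lacking GSTO1-1 enzyme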
Target sequence (P78417 whole entry, looked up): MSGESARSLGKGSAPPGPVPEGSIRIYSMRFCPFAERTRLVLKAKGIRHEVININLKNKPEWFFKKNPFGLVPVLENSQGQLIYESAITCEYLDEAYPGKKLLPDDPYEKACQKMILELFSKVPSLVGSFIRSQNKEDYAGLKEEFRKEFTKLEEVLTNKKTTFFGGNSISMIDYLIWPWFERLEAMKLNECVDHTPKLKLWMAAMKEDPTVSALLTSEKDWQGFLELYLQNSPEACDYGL
MEX-5 binding: C. elegans MEX-5 TCR-2 RNA binding activity; actives 0.38% (n = 300,000); MEX-5/FITC-TCR2 RNA binding, fluorescence polarization; active compounds read low; activity score (negative = inhibition of binding), % at 10 µM; AID 1832;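 active means inhibition past about -25% in most replicates, and total fluorescence under double the plate's negative control median, limit read from the data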;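 further: 0% = DMSO and -100% = 5 µM competing unlabeled TCR2 RNA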
PME-1 inh: blocks human protein phosphatase methylesterase 1. inhibition, % at 5.9 µM. recombinant PME-1, FP-Rh probe fluorescence polarization. actives 0.53% (n = 320,000). Q9Y570;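 active means inhibition above the campaign mean of all compounds plus 3 SD, cut at about 26% in these data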;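 further: competitive labeling of PME-1 active site by serine hydrolase directed probe; 0% = PME-1 with DMSO and 100% = wells lacking PME-1 enzyme; inhibitors block probe labeling so polarization falls and inhibition rises; many of its hits are not listed in these tables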
Active calls of the source: *; / = not tested or not shown.

The line under a structure holds: MEX-5 binding	BCLXL inh	GLD-1 RNA inh	PME-1 inh	GSTO1 counter	MCL1 BIM primary	Fam108B counter	TPT1 inh	PAD4 inh
> N#Cc1ccc(-c2csc(NC(=O)c3cc(-c4cccs4)nc4ccccc34)n2)cc1
→ 1.4	-1	-2	-14	-10	-1	-39	-3	3
> O=C1NC2(CCCC2)C(=O)N1Cc1cc(=O)n2ccsc2n1
→ -1.4	18	9	2	10	19	0	-9	-1
> CC(Oc1ccccc1)C(=O)N1CCN=C1SCc1ccc(F)cc1 (configuration not stated)
→ 0.0	-2	7	-6	1	-3	-3	-1	5
> Cc1ccc(Nc2nc3ccccc3c(=O)s2)cc1
→ -1.4	4	2	5	-1	0	-4	-1	-6
> COc1ccc(NC(=O)Cn2nnc(-c3ccccc3N)n2)cc1OC
→ -0.7	1	1	-1	8	1	-5	-1	5
> CCc1ccc(NC2=NCC(=O)N2Cc2ccc3c(c2)OCO3)cc1
→ -2.7	1	4	6	2	-2	1	-2	-1
> NC(=O)COC(=O)CCCc1c[nH]c2ccccc12
→ -1.0	-1	-2	-5	1	1	1	-5	-1
> O=C1C=C(c2ccc(Cl)c(C(F)(F)F)c2)C[C@@H](c2ccc(Cl)cc2)C1
→ /	3	6	1	/	3	/	/	3
> CCN1CCN(C(c2ccc(OC)cc2)C(O)C(=O)c2c[nH]c3ccccc23)CC1 (configuration not stated)
→ -2.5	4	1	-13	11	4	0	-4	1
> C=CCn1nnnc1SCC(=O)Nc1ccc(OC)cc1
→ 1.7	1	5	-2	-1	-3	-2	0	-4
> COc1cccc(-c2nc3sc4c(c3c(=O)[nH]2)CCCCC4)c1
→ -1.0	0	-3	-3	2	-9	1	0	-2
> Cc1cc(NC(=O)CSc2nnc(-c3ccc(S(=O)(=O)N4CCCC4)cc3)n2C)no1
→ -1.6	-2	-1	-2	2	4	2	-4	-3
> Cc1ccccc1S(=O)(=O)Cc1ccc(C(=O)NCc2ccco2)o1
→ -3.2	6	0	1	4	10	-1	-1	0
> O=C(CN1CCN(c2ccc(O)cc2)CC1)Nc1ccc(-c2ccccc2)cc1
→ -2.1	21	17	-1	20	19	3	0	-1
> COc1ccc2c(CSc3nnc(-c4cccnc4)n3-c3ccccc3F)cc(=O)oc2c1
→ 0.8	-3	-1	-3	-1	-9	1	3	2
> O=[n+]1c2c(n([O-])c3cc(Br)ccc31)CCCC2
→ -1.9	9	11	1	9	9	-1	4	0
> OC1(c2ccc(F)cc2)CN(c2ccccc2)C2=[N+]1CCS2 (configuration not stated)
→ -3.0	7	0	3	-1	3	-4	-4	3
> CCS(=O)(=O)c1ccc(O)c(NC(=O)COc2ccc(C)cc2)c1
→ -4.2	7	10	-10	-1	7	2	1	3
> O=C(NCc1ccccc1)c1nc2c(nnn2Cc2cccc(Cl)c2)c(=O)[nH]1
→ -0.2	7	3	2	0	4	-7	-3	0
> O=C(NCCCn1ccnc1)c1ccc(-c2ccccc2)cc1
→ 1.4	5	4	-8	4	2	-5	3	0
> O=C(O)/C=C/c1ccccc1Oc1ccccc1
→ -0.4	-1	-4	-3	4	2	7	-1	-1
> CCOC(=O)Nc1sc2c(c1C#N)CCCC2
→ 2.3	6	-2	4	6	2	2	-6	-2
> COc1ccc(C(=O)NCc2nnc(SCC(=O)Nc3cccc(OC)c3)o2)cc1
→ 0.0	3	2	4	2	-2	-2	1	-5
> Cc1cc(N2CCCCC2)nc(SCc2ccc(C#N)cc2)n1
→ 1.4	-5	-3	7	-3	1	3	-3	-1
> COCCn1c(SCC(=O)Nc2ccccc2OC)nc2c([nH]c3ccccc32)c1=O
→ -3.4	2	4	2	3	-7	-7	3	-5
> O=C(O)c1cc(S(=O)(=O)O)cc(Nc2c3ccccc3nc3ccccc23)c1O
→ -3.9	10	-10	-15	-2	7	2	-3	-7
> O=c1[nH]c(CN2CCN(c3ccc([N+](=O)[O-])cc3)CC2)nc2ccsc12
→ 0.8	9	7	-24	-2	9	3	0	-6
> CC(=O)c1cccc(NC(=O)COC(=O)c2ccc(S(C)(=O)=O)c([N+](=O)[O-])c2)c1
→ 3.3	-1	0	1	-22	-1	0	1	-5
> COc1ccc(CCNC(=O)CSc2cccc3cccnc23)cc1OC
→ 3.4	3	11	-2	-2	7	2	-5	-4
> CCCNC(=O)NC(C(=O)OC)C12CC3CC(CC(C3)C1)C2 (configuration not stated)
→ -0.6	7	4	0	-10	9	6	0	-1
> Cc1ccc(N2CCN(S(=O)(=O)c3ccc4oc(=O)ccc4c3)CC2)c(C)c1
→ -1.3	6	16	4	2	8	-3	-2	-1
> O=C(NCCC1=CCCCC1)c1cc(S(=O)(=O)N2CCOCC2)c(Cl)cc1Cl
→ -3.1	6	3	-1	8	6	0	-2	-4
> N#CCCN(CCN1CCCC1)S(=O)(=O)c1ccc(-c2ccc([N+](=O)[O-])cc2)cc1
→ -1.7	-2	-6	1	-2	-2	0	2	-3
> O=C(/C=C/c1ccco1)Nc1ccc(C(=O)N2CCOCC2)cc1
→ -1.3	7	3	-1	7	6	-2	0	1
> N#Cc1ccccc1NC(=O)COC(=O)c1ccc2c(c1)OCO2
→ /	1	-3	1	/	-3	/	/	-6
> Cc1nc(CN(C)Cc2nc(Cc3ccccc3Cl)no2)cs1
→ 3.1	7	4	-6	6	2	6	2	-1
> Fc1cnc(N2CCOCC2)nc1N1CCc2ccccc21
→ 1.0	3	8	11	10	4	3	-7	-6
> COc1cccc(NC(=S)N/N=C2\CC3CCC2(C)C3(C)C)c1 (configuration not stated)
→ 0.1	-1	0	1	-11	5	-1	-2	-1
> COc1cc(NC(=O)NCc2ccncc2)cc(OC)c1OC
→ 0.9	3	7	4	-3	5	3	1	-2
> Cc1ccc(C2(C)NC(=O)N(CC(=O)Nc3ccccc3C(=O)NC3CCCC3)C2=O)cc1 (configuration not stated)
→ 1.6	3	2	6	1	4	-2	0	0
> Cc1[nH]nc2c1C(c1ccc(F)cc1)C1=C(CC(C)(C)CC1=O)N2 (configuration not stated)
→ 1.2	-1	-7	-6	3	-8	0	1	-6
> CCc1ccc(NC(=S)NC2CC3CCCC(C2)N3Cc2cccs2)cc1 (configuration not stated)
→ -1.3	3	0	-4	-3	8	-5	-4	-3
> Cn1cccc1Cc1nnc(SCC(=O)NCC2CCCO2)n1C (configuration not stated)
→ -1.8	4	4	-1	10	10	0	-2	1
> COc1ccc(C(=O)OCC(=O)N2CCCCCC2)cc1S(=O)(=O)N1CCOCC1
→ /	-1	4	0	/	-4	/	/	-5
> CC(=O)Nc1ccc(NC(=O)c2nccnc2C(=O)O)cn1
→ 0.7	4	-2	-1	0	4	1	2	-2
> Cc1ccc(S(=O)(=O)/N=C(/c2ccccc2)N2CCOCC2)cc1
→ -0.5	7	10	1	2	5	2	0	-2
> CCC(=O)Nc1sc(C(=O)N2CCCCC2)c(C)c1C#N
→ -2.5	7	-3	4	-2	4	9	-4	3
> CCOC(=O)CN1C(=O)S/C(=C/c2ccc(C)o2)C1=O
→ 0.0	11	5	5	9	5	6	5	-1
> O=C(CSc1nnnn1C1CCCC1)NCCc1ccccc1
→ -2.0	9	-4	3	8	10	4	0	-3
> CN1N=C(C(=O)N2CCCC(C(=O)c3cccc(C(F)(F)F)c3)C2)CCC1=O (configuration not stated)
→ 0.0	-1	-2	3	5	0	-6	1	-5

Other entries:
The line under a structure holds: MEX-5 binding	BCLXL inh	GLD-1 RNA inh	PME-1 inh	GSTO1 counter	MCL1 BIM primary	Fam108B counter	TPT1 inh	PAD4 inh
> CCCCNS(=O)(=O)c1ccc(S(=O)(=O)NCc2ccncc2)cc1
→ 1.9	0	5	-1	0	0	-2	-2	-5
> OC(CN1c2ccccc2Sc2ccccc21)Cn1nnc2ccccc21 (configuration not stated)
→ -0.5	6	-1	18	-1	8	3	0	4
> CCOC(=O)CCCNC(=O)COC(=O)c1cc2ccccc2cc1O
→ -1.6	1	6	5	1	5	-2	-6	-1
> O=[N+]([O-])c1ccc(-c2nn(-c3ccccc3)cc2/C=N/n2c(-c3ccncc3)n[nH]c2=S)cc1
→ 0.3	-11	10	-1	0	-10	0	2	3
> CCC(C)(NC(=O)c1ccccn1)C(=O)NC1CCCC1 (configuration not stated)
→ -2.2	14	-4	0	9	5	0	-1	0
> Cc1noc(C)c1CSCC(=O)Nc1nc2ccc(F)cc2s1
→ 1.2	-9	6	3	1	-3	-2	7	-5
> Cc1ccc(C(=O)NCC(=O)OCC(=O)NCCNC(=O)COC(=O)CNC(=O)c2ccc(C)cc2)cc1
→ -1.2	-5	1	-2	6	-10	1	0	0
> COc1ccc(CN(Cc2ccc(C(=O)O)cc2)C(=S)Nc2cc(C)cc(C)c2)cc1OC
→ -0.1	9	5	4	0	7	3	-2	1
> COc1ccc2c(/C=N/NS(=O)(=O)c3ccc(C)cc3)c[nH]c2c1
→ -6.0	0	7	0	5	-7	7	2	-3
> O=C(CN1CCOCC1)NCCc1ccccc1
→ 0.2	-4	-1	0	2	0	-1	3	-3
> COc1ccc(S(=O)(=O)N(C(=O)C(C)C)c2ccc3oc(=O)sc3c2)cc1
→ -0.3	3	-3	2	15	7	5	-3	14
> CC1(C)O[C@@H]2[C@H](O1)[C@@H](COS(=O)(=O)O)O[C@H]2n1cnc2c(N)ncnc21
→ /	6	-5	1	/	4	/	/	1
> O=C(Nc1ccccc1NC(=O)c1csnn1)c1csnn1
→ -1.7	9	6	2	3	10	4	4	2
> COc1ccc(C2C(C(=O)Nc3cccc(C)n3)c3ccccc3C(=O)N2C)cc1OC (configuration not stated)
→ /	-2	-6	-3	1	1	2	0	-2
> CSc1nc2sc3c(c2c(=O)[nH]1)CCC(C)C3 (configuration not stated)
→ 0.4	-3	4	0	-8	-1	-4	2	4
> Cn1c(N)c(C(=O)CNC2CCCCC2)c(=O)n(C)c1=O
→ 3.3	5	8	4	5	4	0	0	3
> CCOC(=O)N1CCN(C(=O)CNS(=O)(=O)c2c(C)cc(C)cc2C)CC1
→ 0.9	6	0	2	4	6	2	0	-1
> CCC(C)NC(=O)/C=C/c1cccs1 (configuration not stated)
→ -1.7	-2	8	-6	-5	-1	-2	4	-2
> CN(C)S(=O)(=O)c1cc(C(=O)NCc2ccccc2)c(Cl)cc1Cl
→ -0.5	3	1	15	11	3	0	0	-4
> COc1ccc(C(=O)NC2CCN(C(=S)Nc3ccccc3C)CC2)cc1
→ -0.5	1	-1	-5	4	10	1	-7	1
> CCOC(=O)CC(c1ccc([N+](=O)[O-])cc1)n1c(C)ccc1C (configuration not stated)
→ 2.9	8	0	-1	-1	-4	0	-4	2
> O=C(O)c1ccc(Cn2cnc3scc(-c4ccccc4)c3c2=O)cc1
→ -1.8	1	4	-7	0	-3	-7	-3	-5
> COc1ccc(CCNC(=O)COC(=O)Cn2cnc3c2c(=O)n(C)c(=O)n3C)cc1
→ /	2	0	1	/	0	/	/	4
> Cc1ccc(S(=O)(=O)NC(C(=O)Oc2ccc3c(C(F)(F)F)cc(=O)oc3c2)c2ccccc2)cc1 (configuration not stated)
→ -8.1	45*	47*	1	-7	42*	-1	-11	-4
> O=C1C(Cc2ccccc2)C(c2ccccc2)N1c1ccccc1 (configuration not stated)
→ 2.0	-2	4	-13	14	-1	1	-5	1
> COc1ccc(NC(=O)c2ncn[nH]2)cc1
→ -1.5	3	2	-2	-2	7	0	-6	-2
> COc1ccc(-n2nc(C(=O)NCC(=O)N3CCN(c4ccccn4)CC3)c3ccccc3c2=O)cc1Cl
→ -0.5	2	6	-4	7	2	1	1	-1
> Cn1nnc(NC(=S)NC(=O)c2ccccc2)n1
→ -3.5	6	6	-4	1	9	1	-1	4

Source: PubChem (several laboratories)

Some of the compounds tested. The share of hits here may be higher or lower than overall.
